Source: PubChem BioAssay (National Center for Advancing Translational Sciences (NCATS))
IL2 activator = activates IL-2 in a cell-based reporter assay. IL-2 activation reporter assay, cell-based qHTS; stimulated with anti-CD3/CD4/CD28 beads; in transgenic mouse T cells. activation, % (series mostly up to about 46 µM). 360,000 tested, 0.065% active. AID 652025; in the data active means activation above about 50%; inconclusive means mostly about 30% to 49%; further: 0% is about no effect
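Screening format: compound pinned onto unstimulated transgenic mouse T cells, 60 min incubation, then anti-CD3/anti-CD4/anti-CD28 bead stimulation for 18 hours at 37 degrees C, followed by EGFP and DsRed detection.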
PTHR1 agonist = activates the human parathyroid hormone receptor PTHR1; Q03431; HEK293 GP2 PTHR1 cells, GloSensor cAMP luminescence, 1 h; Potency, µM (series often up to 115 µM), for inactives: top-dose activation, usual class: activators; 410,000 tested, 0.075% active; AID 743266; further: potency means the concentration at half of the fitted maximal effect; nearly all actives have a fitted effect of over 55% in size; some results filed as inactive show a strong effect at the top dose; inactives centre near -15; many of its hits are not listed in these tables
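HEK-293-derived GP2 cells expressing PTHR1 and a GloSensor cAMP reporter, 3,000/well, plated overnight, given luciferin plus IBMX (each 0.5 mM as added) for 1 h at 37 °C, then compound for 1 h at 37 °C. Luminescence was read after 15 min at room temperature.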
EPAC1 antag = EPAC1 (human) antagonism; O95398; EPAC1 GEF assay, Rap1b-BODIPY-GDP exchange fluorescence; Potency, µM (top dose mostly 115 µM), for the others: at the top dose activity change, negative = inhibition, actives largely listed as inhibitors; 360,000 tested, 0.14% active; AID 720709;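 further: potency means the concentration at half of the fitted maximal effect; plate controls were vehicle for no effect and positive control for full effect; nearly all actives have a fitted effect of over 50% in size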
Target sequence (O95398 whole entry, looked up): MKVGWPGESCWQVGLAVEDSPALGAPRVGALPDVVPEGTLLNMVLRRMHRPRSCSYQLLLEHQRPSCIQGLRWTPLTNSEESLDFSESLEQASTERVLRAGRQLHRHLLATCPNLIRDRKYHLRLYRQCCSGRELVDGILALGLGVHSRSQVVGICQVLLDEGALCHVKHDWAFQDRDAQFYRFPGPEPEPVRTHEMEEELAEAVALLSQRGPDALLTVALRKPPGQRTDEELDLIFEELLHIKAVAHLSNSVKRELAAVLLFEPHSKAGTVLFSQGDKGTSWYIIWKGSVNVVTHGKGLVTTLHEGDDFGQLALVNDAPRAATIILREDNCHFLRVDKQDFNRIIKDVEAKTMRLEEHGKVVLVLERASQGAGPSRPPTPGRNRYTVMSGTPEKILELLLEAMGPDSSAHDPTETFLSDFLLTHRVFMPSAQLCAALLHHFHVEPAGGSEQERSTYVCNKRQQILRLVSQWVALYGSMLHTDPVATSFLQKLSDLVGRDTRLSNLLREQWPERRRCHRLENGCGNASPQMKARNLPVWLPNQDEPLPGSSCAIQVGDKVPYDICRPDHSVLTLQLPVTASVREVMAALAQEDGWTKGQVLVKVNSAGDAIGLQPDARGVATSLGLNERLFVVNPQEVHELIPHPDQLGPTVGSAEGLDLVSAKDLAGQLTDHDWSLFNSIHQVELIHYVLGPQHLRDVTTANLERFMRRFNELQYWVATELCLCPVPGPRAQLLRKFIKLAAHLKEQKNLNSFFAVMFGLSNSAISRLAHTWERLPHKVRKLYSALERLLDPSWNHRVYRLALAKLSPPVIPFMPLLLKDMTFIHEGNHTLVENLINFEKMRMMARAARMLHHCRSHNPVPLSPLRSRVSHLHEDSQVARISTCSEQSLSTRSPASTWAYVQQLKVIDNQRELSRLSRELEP
HEK293 tox = cytotoxicity in counter-screen for GLP-1R inverse agonists. HEK293 cAMP-luciferase reporter cells, luminescence, 24 h. Potency, µM (highest dose often 38.3 µM), without a hit: at the top dose activity change, negative = inhibition, actives largely listed as inhibitors. 410,000 tested, 0.13% active;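 further: loss of luciferase light is scored as toxicity; potency means the concentration at half of the fitted maximal effect; on the % scale 0 is the no-effect control and ±100 the full control effect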
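Compound-treated cells are incubated 24 hr at 37 deg C under 5% CO2 after a 12 hour attachment period, then luciferase detection reagent is added and luminescence is measured following 12 min at room temperature; lowered signal indicates toxicity.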
GLP-1R agonist = activates the human GLP-1 receptor. P43220. Potency, µM (doses to about 45.6 µM), inactives show at the highest dose activation, hits mostly activators. 380,000 tested, 0.007% active. HEK293 GLP-1R CRE-luciferase, luminescence, 4-6 h; cells express a hypersensitive GLP-1R form. AID 624172; further: potency means the concentration at half of the fitted maximal effect; % of control where 0% means no effect
PI5P4K alpha inh = PI5P4K alpha (human) kinase inhibition. P48426. PI5P4Kalpha enzyme, ADP-Glo luminescence, 60 min; stronger effect = lower value. max response, %. 330,000 tested, 1.2% active; active means max response of -50% or lower; inconclusive means between -30% and -50%; inactive means -30% or higher; further: value at the top dose of about 77 µM; on the % scale 0 is the no-effect control and ±100 the full control effect
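qHTS, 1536-well: enzyme/substrate mix, compound by pin tool, 5 microM ATP final; RT 60 min; ADP-Glo reagents 1 (45 min) then 2 (30 min); luminescence.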
GLP-1R inv ag = GLP-1 receptor (human) inverse agonism. AID 624417. Potency, µM (top dose mostly 38.3 µM), inactives show at the highest dose activity change, negative = inhibition, usual class: inhibitors. 410,000 tested, 1.6% active. P43220. HEK293 GLP-1R CRE-luciferase, luminescence, 24 h; GLP-1R form is constitutively active; further: potency means the concentration at half of the fitted maximal effect; on the % scale 0 is the no-effect control and ±100 the full control effect; nearly all actives have a fitted effect of over 55% in size
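Inverse agonists were sought by their lowering of basal cAMP reporter luciferase output in HEK293 cells stably carrying constitutively active human GLP-1R, after 24 h compound treatment.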
PLK1 PBD inh = blocks phosphopeptide binding to human PLK1 polo-box domain | P53350 | Plk1 PBD binding of FITC phosphopeptide, fluorescence polarization | Potency, µM, inactives show max response, negative = inhibition, hits mostly inhibitors | 360,000 tested, 2.8% active | AID 720504; further: potency means the concentration at half of the fitted maximal effect; series mostly up to about 57 µM; on the % scale 0 is the no-effect control and ±100 the full control effect; nearly all actives have a fitted effect of over 65% in size
EPAC1 agonist = agonists of human EPAC1. AID 720707. O95398. 360,000 tested, 0.073% active. EPAC1 agonist qHTS, biochemical assay; response scale: 100% = response to 6.5 mM cAMP. Potency, µM (highest dose often 154 µM), for inactives: top-dose activation, usual class: activators; further: potency means the concentration at half of the fitted maximal effect; nearly all actives have a fitted effect of over 60% in size
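Compounds were pinned as a concentration titration into mixtures of EPAC1 (100 nM), BODIPY-GDP-loaded Rap1B (250 nM) and GDP (50 uM). After 5 min at room temperature, fluorescence was followed for 30 min; activity was scaled to 6.5 mM cAMP.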
The depositor's hits bear a star; i = inactive; ? = inconclusive; . = not tested or not shown; [ ] = dose if it differs, or a comment. Unless noted, the call rests on the fitted dose curve; in most records, active means well fitted curve in the direction sought with a large enough effect; inconclusive means small, poorly fitted or top-dose-only effect, or another doubt; inactive means no such curve, though single readings can be large; an effect the other way counts as inactive or inconclusive.

SMILES	IL2 activator	PTHR1 agonist	EPAC1 antag	HEK293 tox	GLP-1R agonist	PI5P4K alpha inh	GLP-1R inv ag	PLK1 PBD inh	EPAC1 agonist
O=C(COC(=O)Cc1ccccc1F)Nc1ccc2c(c1)OCCO2	0.8	i	12%	-4%	2%	4	-4%	-6%	1%
COc1cccc(NC(=O)CSc2nc3ccccc3c3nc4ccccc4n23)c1	0.2	i	14%	4%	18%	-2	16%	-5%	-2%
O=C1c2ccccc2C(c2nnnn2-c2ccc3c(c2)OCCO3)N1Cc1ccc2c(c1)OCO2 (stereo not drawn)	0.2	i	1%	-4%	11%	-1	15%	-1%	-1%
O=C(NCC1CCCO1)c1ccc(NC(=O)c2cc(F)c(F)cc2Cl)cc1 (stereo not drawn)	0.9	-15%	18%	1%	1%	-3	-23%	-6%	8%
COc1ccc(/C=C(/NC(=O)c2ccccc2)C(=O)NCc2ccco2)cc1	-0.2	i	21%	-24%	1%	3	16%	-6%	7%
Cc1nc(-c2ccc(S(=O)(=O)N3CCN(c4cccc(C(F)(F)F)c4)CC3)cc2)co1	.	-9%	.	-3%	8%	.	?	.	.
CCOC(=O)C1CCCN(C(=O)c2ccc(S(=O)(=O)N3CCOCC3)cc2)C1 (stereo not drawn)	3.1	21%	15%	21%	-6%	-8	9%	-8%	3%
COc1ccc2cc(C[C@@H]3CC[C@@H](CO)O3)ccc2c1	-0.7	-25%	-1%	1%	0%	-4	10%	-12%	-3%
Cc1ccc(S(=O)(=O)N2CCCC2C(=O)n2nc(C)cc2C)cc1 (stereo not drawn)	-0.2	-22%	14%	7%	3%	1	7%	-10%	4%
C[C@@H]1CN([C@@H](C)CO)C(=O)c2cc(C3=CCCCC3)cnc2O[C@H]1CN(C)C(=O)Nc1cccc(F)c1	1.1	10%	-5%	-18%	3%	1	-18%	2%	-7%
COC(=O)c1c(S(C)(=O)=O)nc(-c2ccccc2)[nH]c1=O	-0.6	i	-9%	-13%	2%	10	12%	6%	1%
CC1CCN(C(=O)COc2cccc3c2CCN(C)C3=O)CC1	-0.6	i	-1%	-1%	3%	-8	-7%	5%	9%
CCCOc1ccc(-c2nn(-c3ccccc3)cc2C2NC(=O)NC(C)=C2C(=O)OC)cc1 (stereo not drawn)	.	i	.	-13%	-2%	.	-22%	.	.
COc1ccc(NC(=O)CSCc2ccc(C#N)cc2)c(OC)c1	-0.8	i	-20%	5%	5%	-2	14%	-8%	-10%
COc1ccc(C(=O)/C=C/c2ccc(O)cc2)c(O)c1C/C=C(\C)CCC=C(C)C	-0.5	-18%	-8%	?	-3%	75	?	1%	-41%[inhibitor]
COc1ccc(-c2noc(CCC(=O)N3CCN(c4ccccc4Cl)CC3)n2)cc1	-0.1	-36%[inhibitor]	-5%	-4%	1%	1	?	-9%	-3%
CCC(CCC(=O)Nc1cccc([N+](=O)[O-])c1)C(=O)O (stereo not drawn)	-2.5	i	11%	-2%	-2%	5	-11%	-5%	9%
Nc1c(C(=O)NCc2ccccc2)sc2nc3c(cc12)C(=O)CCC3	0.6	-12%[57.5 µM]	-7%	-7%	-1%	-18	10%	-5%	10%
COc1cccc(CN2C(=O)CCC2(C)C(=O)NC2CCCCC2)c1 (stereo not drawn)	-0.1	5%	-12%	3%	18%	1	12%	-12%	-21%
O=C(COC(=O)Cn1cnc2ccccc21)Nc1ccccc1C(F)(F)F	2.1	-25%	12%	13%	-6%	-4	7%	0%	-5%

Full records as entered above. Order of values: IL2 activator	PTHR1 agonist	EPAC1 antag	HEK293 tox	GLP-1R agonist	PI5P4K alpha inh	GLP-1R inv ag	PLK1 PBD inh	EPAC1 agonist
CC1CCN(C(=O)COc2cccc3c2CCN(C)C3=O)CC1 across the screens: -0.6	i	-1%	-1%	3%	-8	-7%	5%	9%
COc1ccc(/C=C(/NC(=O)c2ccccc2)C(=O)NCc2ccco2)cc1 across the screens: -0.2	i	21%	-24%	1%	3	16%	-6%	7%
COc1cccc(CN2C(=O)CCC2(C)C(=O)NC2CCCCC2)c1 (stereo not drawn) across the screens: -0.1	5%	-12%	3%	18%	1	12%	-12%	-21%

(continued)
SMILES	IL2 activator	PTHR1 agonist	EPAC1 antag	HEK293 tox	GLP-1R agonist	PI5P4K alpha inh	GLP-1R inv ag	PLK1 PBD inh	EPAC1 agonist
O=C(Nc1ccn(Cc2c(F)c(F)c(F)c(F)c2F)n1)c1ccc(COc2ccccc2Cl)cc1	0.1	-13%[57.5 µM]	-16%	6%	-13%	.	0%	-6%	9%
COc1cc(S(=O)(=O)NCc2ccccn2)ccc1Cl	1.7	i	3%	0%	-12%	-12	12%	24µM*	-1%
COc1ccccc1CNC(=O)COC(=O)c1ccc(Cl)nc1	-1.0	-21%	1%	-20%	0%	-13	4%	-3%	-1%
Cc1ccc(S(=O)(=O)N2CCCC2C(=O)O)cc1 (stereo not drawn)	0.3	-9%[57.5 µM]	4%	-17%	-7%	-7	11%	1%	4%
CN(C)/C=C/C(=O)c1ccc([N+](=O)[O-])c(CS(=O)(=O)c2ccccc2)c1	-0.7	i	-9%	-14%	11%	-7	2%	-11%	4%
CCOC(=O)c1cnc(N2CCN(c3ccccc3)CC2)[nH]c1=O	-0.2	i	-13%	0%	1%	-5	24%	1%	-2%
CN(c1ccccc1)S(=O)(=O)c1cc(C(=O)OCC(=O)N2CCN(C(=O)c3ccco3)CC2)ccc1Cl	-0.5	-40%[inhibitor]	1%	1%	5%	-6	-8%	-8%	6%
COCc1cc(=O)n2[nH]c(N)nc2n1	0.4	-5%	7%	0%	0%	-1	1%	1%	1%
O=C(NCC1CCCO1)C(c1ccncc1)N(Cc1ccc(F)cc1)C(=O)CN1C(=O)c2ccccc2S1(=O)=O (stereo not drawn)	-0.1	-25%	-6%	-12%	-2%	0	7%	-6%	3%
Cc1ccc(CCNC(=O)C2CC(c3ccccc3[N+](=O)[O-])=NO2)cc1 (stereo not drawn)	1.6	-3%	-4%	-8%	4%	-5	-4%	-13%	-18%
O=C(O)CSc1nc2ccccc2s1	1.3	i	-6%	-11%	-3%	-3	-7%	-6%	-6%
COc1cccc(OCc2cc(/C=N/NC(=O)c3nc(Cl)c(Cl)c(N)c3Cl)ccc2OC)c1	3.0	i	-8%	16%	-22%	6	-19%	3%	6%
CC(=O)Nc1ccc(CN2CCC(Oc3ccc(C(=O)N4CCCC4)cc3)CC2)cc1	-4.5	-8%	12%	1%	3%	5	-19%	2%	4%
Cc1cc(NC(=O)CSCC(=O)Nc2ccccc2N2CCCCC2)no1	2.6	-39%[inhibitor]	0%	8%	9%	4	7%	-8%	-5%
CCOC(=O)NC(Nc1cc(C)ccn1)(C(F)(F)F)C(F)(F)F	0.3	i	-12%	8%	21%	3	4%	-3%	6%
COc1ccc2c(c1)nc(SCC(C)O)n2C (stereo not drawn)	0.0	i	-1%	-16%	-2%	-5	20%	-8%	-11%
Cc1cccc(NC(=O)c2ccc(S(=O)(=O)N3CCCCC3)cc2)c1	-2.8	i	-22%	3%	-8%	0	?	-3%	16%
COc1cc2c(cc1NC(=O)COC(=O)CNC(=O)c1ccccc1)oc1ccccc12	-0.2	-11%	-10%	-5%	3%	10	-11%	-4%	0%
CCOc1nc(N2CCOCC2)nc(N2CCOCC2)n1	0.2	-20%	1%	10%	2%	4	41%	-7%	3%
O=C(COc1cccc2c1CCNC2=O)NC1CCCCC1	-2.2	i	-4%	4%	-6%	9	19%	-1%	7%
CCOC(=O)C1=C(C)NC(=O)CC1c1ccccc1 (stereo not drawn)	-1.3	-13%[57.5 µM]	-21%	-3%	-5%	2	-18%	-9%	13%
O=C(COC(=O)c1ccccc1C(=O)c1ccccc1)Nc1ccc(SC(F)F)cc1	-2.1	-27%	-25%	-26%	10%	-4	?	-3%	13%
CCn1c(=O)c2sccc2n2c(CCCC(=O)NCCc3ccc(S(N)(=O)=O)cc3)nnc12	-2.4	i	-10%	-1%	-4%	-2	-14%	-21%	6%
COc1cccc(C(NC(C)=O)c2nc(-c3cnc4ccccc4c3)cs2)c1 (stereo not drawn)	-0.5	-90%[inhibitor]	-10%	3%	11%	-4	1%	-4%	4%
CC(N=Cc1cc([N+](=O)[O-])ccc1O)c1ccccc1 (stereo not drawn)	0.1	-33%[inhibitor]	2%	0%	-6%	?	-3%	-17%	16%
OCCNCCCCOc1cccc(Br)c1	0.8	i	10%	4%	-3%	-4	?	0%	-8%
O=C(CCc1ccccc1)NCc1ccccc1	-0.5	i	-4%	1%	20%	0	-10%	-6%	3%
Cc1nc(NC2=NCN(Cc3cccnc3)CN2)nc2ccccc12	1.7	i	-17%	7%	-10%	.	0%	-3%	0%
CCOC(=O)N1CCC(NC(=O)C2CCCN(Cc3nc(-c4cccc(Cl)c4)oc3C)C2)CC1 (stereo not drawn)	-4.3	-35%[inhibitor]	5%	2%	-6%	-5	-6%	3%	-8%
Cc1cccc(N(C(=O)CNC(=O)c2ccco2)C(C(=O)NCC2CCCO2)c2ccccc2)c1 (stereo not drawn)	1.3	i	-9%	-4%	11%	2	0%	-23%	3%
Cc1ccc(C(C(=O)NC2CCCCC2)N(C(=O)c2csnn2)C2CC2)cc1 (stereo not drawn)	-0.3	i	12%	0%	17%	14	-22%	-7%	9%
CCOC(=O)C1CCN(C(=O)COC(=O)C23CC4CC(CC(C4)C2)C3)CC1	1.2	-76%[inhibitor]	-9%	1%	2%	-1	-23%	-11%	4%
Cc1oc(-c2ccccc2Cl)nc1CS(=O)CC(=O)NCc1cccs1 (stereo not drawn)	-2.1	i	-2%	-27%	-5%	-2	-11%	-10%	3%
CC(C)[C@@H]1C=C(C(=O)O)O[C@H](OCCCCO)C1	0.0	i	-10%	-18%	-1%	-7	17%	0%	-5%
COc1cccc(CCc2nnc(N)s2)c1	0.1	i	3%	-2%	3%	-3	11%	?	1%
CC(=O)Nc1ccc(Oc2ccccc2)cc1	1.8	i	3%	-28%	1%	-1	-30%	-5%	10%

Not all compounds are listed, so the mix of outcomes need not match the whole.
